# Peg3 imprint: genomic imprint erasure induction; mouse ES Peg3-LacZ reporter, beta-gal luminescence, 40 h; Potency, µM (highest dose often 60.7 µM), without a hit: at the top dose activity change, positive = activation, most hits filed as activators; actives 0.02% (n = 110,000); AID 1948;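 also: 0% = negative control wells on the plate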
#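 Gelatin-coated wells received 300 freshly trypsinized female ES cells with a Peg3LacZ-Neo reporter on the maternal allele, then incubated 40 hours at 37C. BetaGlo was added for 5 minutes at room temperature before a single luminescence read.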
# IkB sig inh: suppresses IkB signaling in ABC-DLBCL reporter cells. ABC-DLBCL IkBa-CBG/CBR dual luciferase ratio, 4 h; response scale: scaled: untreated 0%, proteasome inhibitor 100%. Potency, µM (highest dose often 57.1 µM), without a hit: top-dose IkBa stabilization activation. actives 0.04% (n = 110,000); active = well fitted curve in the direction sought with a large enough effect in the signal ratio, not every such curve was filed as active; inconclusive = small, poorly fitted or top-dose-only effect, or a change in a side signal; the % refers to the signal ratio;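 also: the direction sought is a rising ratio; 0% = basal untreated cells and 100% = reference inhibitor full response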
#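 Luminescence ratio of IκBα-fused green versus native red beetle luciferase in OCI-Ly3 cells, 4 h post-doxycycline with compound; red signal alone, scaled from basal (0%) to zero light (-100%), flagged nonspecific or cytotoxic effects.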
# p53ts 32C kill: kills p53ts cells at the permissive temperature. AID 924. Potency, µM (highest dose often 46.1 µM), for inactives: at the highest dose activity change, negative = cytotoxicity, usual class: cytotoxic. actives 0.93% (n = 130,000). H1299-p53A138V at 32C, ATP luminescence viability, 24 h;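 also: 0% = DMSO and -100% = full killing by reference compound; nearly all actives have a fitted effect of over 55% in size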
#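 H1299-p53 A138V cells (temperature-sensitive p53) exposed 24 h to up to 46 uM compound at 32C, where p53 is wild-type in conformation. Viability read as ATP luminescence and normalised to DMSO and 100 uM tamoxifen. AC50 fitted with the Hill equation.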
# p53ts 39C kill: cytotoxicity in p53ts cells at nonpermissive temperature | H1299-p53A138V viability at 39C, ATP luminescence, 24 h | AID 902 | actives 1.5% (n = 130,000) | Potency, µM (highest dose often 46.1 µM), without a hit: at the highest dose activity change, negative = cell killing, usual class: cytotoxic; also: nearly all actives have a fitted effect of over 55% in size
# An asterisk follows results filed as active; ? = inconclusive; nt = not tested or not shown; [ ] = dose if it differs, or a comment. Unless noted, calls follow the shape of the dose curve; as a rule, active = well fitted curve in the direction sought with a large enough effect; inconclusive = small, poorly fitted or top-dose-only effect, or another doubt; inactive = no such curve, though single readings can be large; an effect the other way counts as inactive or inconclusive. Unless noted, % is scaled to controls: 0 for no effect and ±100 for the full control effect; potency is read from the fitted curve at half-maximal effect.
SMILES,Peg3 imprint,IkB sig inh,p53ts 32C kill,p53ts 39C kill
CCOc1ccc(CCNC(=O)c2ccc3c(c2)N(Cc2ccccc2F)C(=O)c2ccccc2S3=O)cc1OCC (centres undefined),-16%[10.9 µM],-0.7%,17%,2%
COc1cccc(C(=O)c2cn(CC(=O)NCCc3ccccc3)c3nc(C)ccc3c2=O)c1,-4%[10.9 µM],-0.7%,7%,-11%
COC(=O)c1ccccc1NC(=O)c1cc(OC)cc(OC)c1,-12%,?,-6%,5%
Cc1ccc(Cc2nc3ccccc3nc2SCC(=O)NCCc2ccccc2)cc1,-8%[10.9 µM],-1.1%,3%,?
CC(=O)NCCn1c(SCc2cc(=O)n3cc(Cl)ccc3n2)nc2ccccc2c1=O,-15%,-2.2%,8%,-6%
CCCC(C)n1[nH]c(=O)c2c(C)cc(C)nc21 (centres undefined),-8%,2.4%,4%,5%
Cc1csc2nc(COc3cccc(NC(=O)c4ccccc4F)c3)cc(=O)n12,-11%[10.9 µM],2.3%,8%,20%
O=C(Cn1ncc2c(=O)oc3ccccc3c21)N1CCN(C(=O)c2ccco2)CC1,0%,2.4%,8%,3%
CS(=O)(=O)N1CCN(C(=O)c2cc3ccccc3oc2=O)CC1,nt,nt,-6%,2%
CCN(CC(=O)NC)S(=O)(=O)c1ccc(Br)cc1,10%,9.1%,9%,9%
COc1cc(CC(=O)Nc2ccc(S(=O)(=O)N(C)C)cc2)cc(OC)c1OC,-3%,0.7%,4%,-6%
COc1ccc(-n2c(C)nc3cc(C(=O)N4CCOCC4)ccc32)cc1,-5%,-1.5%,-6%,12%
CC(C)COC(=O)c1cccc2c1-c1ccccc1/C2=N\O,nt,nt,-1%,?
O=C(c1cnccn1)N1CCC2(CCCN(c3ccncc3)C2)CC1,nt,4.8%[11.4 µM],-7%,-3%
Cc1cccc2cc(CN(CCCO)C(=O)Nc3ccccc3Cl)c(=O)[nH]c12,-9%,3.8%,7%,-9%
O=C1NC(Nc2nccs2)(C(F)(F)F)C(=O)N1CCc1ccccc1 (centres undefined),-4%,-0.4%,6%,7%
Cc1cc(C)cc(-n2ccn(CC(=O)Nc3ccccc3F)c(=O)c2=O)c1,-5%[10.9 µM],-0.8%,-4%,-13%
Cc1ccc(-c2nnc(Nc3cccc(Cl)c3)c3ccccc23)cc1S(=O)(=O)N1CCCCC1,-18%[10.9 µM],5.5%,-1%,-17%
CC(C)c1nn2c(=O)cc(COC(=O)c3ccccc3NC(=O)c3cccc(Cl)c3)nc2s1,-1%[10.9 µM],2.1%,9%,-4%
COc1ccccc1N=C1SC(C(=O)Nc2ccccc2OC)CC(=O)N1C (centres undefined),-10%[10.9 µM],2.5%,2%,15%
CC(NC(=O)c1ccccc1NC(=O)c1nsc2ccccc12)c1ccccc1 (centres undefined),11%[10.9 µM],-0.4%,-12%,11%
O=C(NCC(c1cccs1)N1CCOCC1)c1cc([N+](=O)[O-])cc([N+](=O)[O-])c1 (centres undefined),nt,nt,-4%,5%
Cc1c(C(=O)NCc2ccco2)oc2ccc(S(=O)(=O)N3CCC4(CC3)OCCO4)cc12,-21%,?,-18%,2%
COc1ccc(CCNC(=O)CCCn2c(=O)c3ccccc3n(Cc3cccc(Cl)c3)c2=O)cc1OC,14%[10.9 µM],?,2%,-25%
CCCCC(C(=O)NCCC(C)C)N(CCCN1CCOCC1)C(=O)c1snc(C(N)=O)c1N (centres undefined),-8%,0.8%,3%,10%
Cn1cc(S(=O)(=O)N2CCCC2)cc1C(=O)N1CCN(c2cccc(Cl)c2)CC1,-5%[10.9 µM],-0.1%,-12%,1%
Brc1cccc(-c2nnc3sc(CN4CCCCC4)cn23)c1,-13%,1.0%,1%,3%
O=C(CSc1nnc(-c2ccccc2)c(-c2ccccc2)n1)NCc1ccco1,nt,nt,13%,22%
O=C(c1cccc([N+](=O)[O-])c1)N1CCN(CCc2ccncc2)CC1,18%[10.9 µM],0.5%,-7%,-3%
Cc1nnc(NC(=O)CSCc2cc(=O)c3ccc(C)c(C)c3[nH]2)s1,-11%[10.9 µM],-2.2%,4%,18%
CN(CP(=O)(O)CCc1ccccc1)S(C)(=O)=O,-8%,-0.1%,-7%,-1%
NC(=O)c1ccccc1OCC(=O)NS(=O)(=O)c1ccccc1,?,1.0%,-4%,1%
Cc1cccc(NC(=O)N2CCN3CCCCC3C2)c1C (centres undefined),19%[10.9 µM],1.2%,-2%,-5%
COc1cccc(Cn2c(=O)n(-c3cc(C)cc(C)c3)c(=O)c3oc4ccccc4c32)c1,-15%[10.9 µM],-1.9%,10%,-14%
CCOc1ccc(NCc2cccn2-c2nnc(N3CCC(C(=O)NCc4cccc(OC)c4)CC3)s2)cc1,-13%[10.9 µM],?,-4%,7%
CNC(=O)c1c(NC(=O)Cc2coc3ccc(C)cc23)sc2c1CCCC2,-13%[10.9 µM],-0.9%,5%,-9%

# Laid out differently: 13 of the compounds above
# Results follow in this order: Peg3 imprint | IkB sig inh | p53ts 32C kill | p53ts 39C kill
> CC(NC(=O)c1ccccc1NC(=O)c1nsc2ccccc12)c1ccccc1 (centres undefined)
 : 11%[10.9 µM] | -0.4% | -12% | 11%
> O=C(NCC(c1cccs1)N1CCOCC1)c1cc([N+](=O)[O-])cc([N+](=O)[O-])c1 (centres undefined)
 : nt | nt | -4% | 5%
> Cc1c(C(=O)NCc2ccco2)oc2ccc(S(=O)(=O)N3CCC4(CC3)OCCO4)cc12
 : -21% | ? | -18% | 2%
> COc1ccc(CCNC(=O)CCCn2c(=O)c3ccccc3n(Cc3cccc(Cl)c3)c2=O)cc1OC
 : 14%[10.9 µM] | ? | 2% | -25%
> CCCCC(C(=O)NCCC(C)C)N(CCCN1CCOCC1)C(=O)c1snc(C(N)=O)c1N (centres undefined)
 : -8% | 0.8% | 3% | 10%
> Cn1cc(S(=O)(=O)N2CCCC2)cc1C(=O)N1CCN(c2cccc(Cl)c2)CC1
 : -5%[10.9 µM] | -0.1% | -12% | 1%
> Brc1cccc(-c2nnc3sc(CN4CCCCC4)cn23)c1
 : -13% | 1.0% | 1% | 3%
> O=C(CSc1nnc(-c2ccccc2)c(-c2ccccc2)n1)NCc1ccco1
 : nt | nt | 13% | 22%
> O=C(c1cccc([N+](=O)[O-])c1)N1CCN(CCc2ccncc2)CC1
 : 18%[10.9 µM] | 0.5% | -7% | -3%
> Cc1nnc(NC(=O)CSCc2cc(=O)c3ccc(C)c(C)c3[nH]2)s1
 : -11%[10.9 µM] | -2.2% | 4% | 18%
> CN(CP(=O)(O)CCc1ccccc1)S(C)(=O)=O
 : -8% | -0.1% | -7% | -1%
> NC(=O)c1ccccc1OCC(=O)NS(=O)(=O)c1ccccc1
 : ? | 1.0% | -4% | 1%
> Cc1cccc(NC(=O)N2CCN3CCCCC3C2)c1C (centres undefined)
 : 19%[10.9 µM] | 1.2% | -2% | -5%

# Next section
SMILES,Peg3 imprint,IkB sig inh,p53ts 32C kill,p53ts 39C kill
COc1ccccc1NC(=O)c1oc2ccccc2c1NC(=O)C(C)C,-10%[10.9 µM],?,-5%,-13%
CCN(Cc1ccccc1)c1ncnc2c1cnn2-c1ccc(F)cc1,-11%[10.9 µM],?,-30%,?
Cn1c(=O)c2c(nc(NCc3ccccc3)n2Cc2ccc(Cl)c(Cl)c2)n(C)c1=O,-12%[10.9 µM],?,-2%,-21%
CC(C)c1ccc(S(=O)(=O)c2nnn3c2nc(N2CCOCC2)c2sccc23)cc1,-15%[10.9 µM],0.7%,8%,8%
NC(=O)c1ncn([C@@H]2O[C@@H](CO)[C@@H](O)[C@H]2O)c1O,nt,-1.5%,-8%,-8%
COc1cc(C(=O)OC2CC[C@]3(C)C4CCC5[C@]6(O)CC(O)[C@]7(O)C(CN8CC(C)CCC8[C@]7(C)O)[C@]6(O)C[C@@]53O[C@]24O)cc(OC)c1OC (some centres undefined),-5%,nt,0%,4%
COC(=O)c1c(-c2ccc(Cl)cc2)noc1N1CCN(c2ccccc2OC)CC1,9%[10.9 µM],?,-9%,?
COCCNC(=O)CCC(=O)NNc1nc2ccccc2c2nc(-c3ccccc3)nn12,-11%[10.9 µM],-1.1%,-5%,?
Cc1cc(N2CCCCC2)nc2ccc(NC(=O)CCC(=O)N3CCN(c4cccc(Cl)c4)CC3)cc12,-15%[10.9 µM],?,12%,-13%
C(=N\n1cncn1)/c1ccc(N2CCOCC2)cc1,14%,-1.9%,-25%,-16%
COc1ccc(S(=O)(=O)NCCSc2ccccc2)cc1OC,-15%,-2.7%,-8%,-1%
CCC1Oc2ccc(C)cc2N(CC(=O)NCc2ccc(F)cc2)C1=O (centres undefined),11%[10.9 µM],0.4%,4%,-16%
Cc1ccc(-c2noc(C3CCN(C(=O)Nc4ccc(C#N)cc4)CC3)n2)o1,-11%,?,-2%,-15%
CCOC(=O)Nc1c(O)ccc2oc(C)c(-c3ccccc3)c12,-6%,-2.8%,8%,8%
CS[C@@H](CC(=O)O)C(=O)O,-5%[10.9 µM],-1.2%[11.4 µM],-2%[9.22 µM],1%[9.22 µM]
CCC(Sc1nc(C)cc(=O)[nH]1)C(=O)Nc1nc2c(s1)CCCC2 (centres undefined),-11%,-0.2%,-14%,-13%
COc1ccc(N(C)C(=O)C2CCN(S(=O)(=O)c3cc(Br)cc4c3N(C(C)=O)CC4)CC2)cc1,-5%[10.9 µM],?,2%,-25%
C=CCn1c(C(C)NC(=O)COC)nc2ccccc21 (centres undefined),-2%,3.9%,3%,8%
O=c1cnc2cnc(N3CCOCC3)nc2n1Cc1ccc(F)cc1,nt,-0.3%[11.4 µM],1%,13%
Fc1ccc(C(c2nnnn2Cc2ccco2)N2CCN(C3CCCCC3)CC2)cc1 (centres undefined),-9%,0.8%,-4%,-2%
O=C(O)c1[nH]c2ccccc2c1NS(=O)(=O)Cc1ccccc1,-2%,4.5%,0%,3%
COCCCN(C(=O)Nc1ccccc1)C(C)c1ccncc1 (centres undefined),-7%,0.7%,4%,5%
CN1CCN(C(=O)c2cnn(-c3ccc(F)cc3F)c2C2CCN(C(=O)OC(C)(C)C)CC2)CC1,8%[10.9 µM],-0.3%,3%,15%
CCOc1ccccc1CNC(=O)c1cnc2sc(N3CCCCCC3)nn2c1=O,-6%[10.9 µM],?,-5%,-5%
Cc1ccc(C(=O)Nc2ccc(C(=O)OCc3cc(=O)n4ccsc4n3)cc2)cc1,-14%[10.9 µM],-2.8%,15%,-13%
O=C(CSc1nc2ncccc2[nH]1)Nc1ccc2c(c1)OCCO2,-7%,6.8%,-17%,-18%
CCCn1c(SCC(=O)Nc2sc(C)c(C)c2C(=O)OC)nc2c1c(=O)n(C)c(=O)n2C,-6%,-0.2%,-6%,3%
Cn1c(=O)c2c(nc(N3CCOCC3)n2Cc2c(F)cccc2Cl)n(C)c1=O,-12%,1.9%,-1%,-1%
CC(=O)c1cccc(NC(=O)CC2SC(N3CCCCC3)=NC2=O)c1 (centres undefined),8%,0.9%,7%,-4%
Cc1ccc2oc(-c3ccco3)nc2c1,-1%,-2.5%,-10%,-5%
Cn1c(=O)[nH]c(=O)c2c1ncn2CCN1CCOCC1,-20%,-4.8%,4%,12%
CCc1ccc(NC(=O)Cn2c(=O)n(Cc3nc(C)no3)c(=O)c3cc4c(cc32)OCO4)cc1,4%[10.9 µM],0.3%,0%,-19%
O=C(COc1ccccc1)NCCc1csc(-c2ccc(Cl)cc2)n1,3%[10.9 µM],?,0%,-19%
CCOC(=O)CSc1nnc(CNC(=O)c2ccc(S(=O)(=O)N3CCCCC3)cc2)n1C,-3%,-0.1%,11%,3%
COc1ccc(-c2nnc(SCC(=O)N3CCC(C)CC3)o2)cc1,-11%[10.9 µM],?,1%,-22%
COc1ccc(CN/C=C2\CCCCC2=O)cc1,-4%,-1.7%,11%,1%
CC12CCC(C(=O)NCc3ccccn3)(OC1=O)C2(C)C (centres undefined),1%,1.1%,4%,6%
Cc1ccccc1-c1nccc(NCc2cccs2)n1,-13%,0.2%[11.4 µM],-14%,-23%
O=C(CCS(=O)(=O)Cc1ccccc1)N1CCN(Cc2ccccc2)CC1,-11%,0.2%,-5%,0%
